High-throughput results deposited in PubChem by Sanford-Burnham Center for Chemical Genomics.
MKP-3 inhibition: MKP-3 phosphatase inhibitors, primary screen, biochemical, rat enzyme, in vitro (AID 425) | recombinant MKP-3 phosphatase activity, fluorescence; higher % means a stronger effect | one-dose inhibition, % at 20 µM; IC50 in µM for titrated hits | 110,000 compounds, 0.17% hits; in the data active = inhibition above about 50%;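 also: plate controls were vehicle for no effect and reference inhibitor for full effect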
Hsp70 displacement: small molecules displacing fluorescent ligand from Hsp70 – biochemical, fluorescence polarization, primary screen (AID 583). displacement, % at 20 µM, or IC50 in µM where a hit was titrated. Hsp70 fluorescence polarization probe displacement, mP; higher % means a stronger effect. 140,000 compounds, 0.06% hits; in the data active = displacement above about 50%;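 also: plate controls were vehicle for no effect and reference ligand for full effect; a part of the inactive calls stands beside numbers as strong as those of hits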
* = called active by the depositor; nt = not tested or not shown; & = joins results of further samples. The list is partial; the hit share may differ from the screen's.

The line under a structure holds: MKP-3 inhibition, Hsp70 displacement
CC(C)CCNC(=O)c1cnn2c(C(F)(F)F)cc(-c3ccco3)nc12
→ 9.6%, 5.9%
CC(=O)c1c(C)[nH]c(C(=O)N2CCCCCC2)c1C
→ -6.4%, 2.0%
O=C(c1ccc2c(c1)OCCCO2)c1cccs1
→ -2.3%, 0.8%
O=C(NCc1ccco1)Nc1ccc2snnc2c1
→ -0.4%, 5.5%
COC(=O)C1=C(C)N(CCc2ccc(OC)cc2)C(=O)C1
→ -4.9%, 0.8%
CC(=O)n1nc(C)c2c1CC(C)(C)CC2=O
→ -5.0%, 1.4%
CN(C)Cc1c(O)c[n+]([O-])c2ccccc12
→ 12.1%, 11.9%
Cc1ccc(C2=C/C(=C\c3cc([N+](=O)[O-])ccc3Cl)C(=O)O2)cc1
→ 7.1%, -6.7%
COc1ccc(C(=O)/C=C/c2cccc(Cl)c2Cl)cc1
→ 2.6%, -5.7%
CC(C)c1[nH]nc2c1C(c1cccc(OC(=O)N3CCOCC3)c1)C(C#N)=C(N)O2 (stereo not drawn)
→ -9.7%, -1.1%
CC1=NN(c2cccc(C(=O)O)c2)C(=O)/C1=C\c1cccc([N+](=O)[O-])c1
→ 1.2%, 0.8%
CC(C)(O)C#Cc1ccc(C(=O)NCc2ccco2)cc1
→ 5.9%, -3.9%
COc1ccccc1N1CCN(C(=O)c2ccc(I)cc2)CC1
→ 0.0%, -1.5%
O=C(Nc1cc(Br)cc2cccnc12)c1ccc(Cl)cc1
→ -7.0%, 1.5%
Cc1ccc(-n2nc3c(c2NC(=O)c2ccc4c(c2)OCO4)CS(=O)C3)cc1 (stereo not drawn)
→ 3.0%, 3.4%
CCOc1cc(/C=N\NC(=O)c2ccccc2Cl)cc([N+](=O)[O-])c1O
→ -1.3%, -0.6%
CC(=O)c1cc(CN2CCCCC2)cc(OC(C)C)c1
→ 6.4%, -1.5%
C=CCSc1ncc(C#N)c(N)n1
→ nt, 3.9%
CCNC(=O)c1sccc1-n1cccc1
→ nt, 2.5%
O=C(NCc1ccccc1)N(Cc1cc2cc3c(cc2[nH]c1=O)OCO3)CC1CCCO1 (stereo not drawn)
→ -9.1%, 0.1%
CCOC(=O)C1=C(O)/C(=C/N(C)C)N=C1C
→ 29.3%&-0.2%, -2.0%&1.7%
O=C1CC(c2ccccc2)C(C(=O)O)N1 (stereo not drawn)
→ 1.8%, 1.7%
CCn1c(C(c2ccccc2)c2ccccc2)n[nH]c1=S
→ nt, 0.7%
Cc1no[n+]([O-])c1COc1ccccc1C=O
→ 1.8%, 4.0%
CCCCOc1ccccc1C1C(C(=O)OC)=CNC=C1C(=O)OC
→ 1.4%, 2.3%
COc1ccc2[nH]c(=O)c(CN(C(=O)c3ccccn3)c3ccccc3)cc2c1
→ -3.5%, 9.6%
C=CCN1C(=O)/C(=C2/Sc3ccccc3N2C)SC1=Nc1c(C)n[nH]c1C
→ -3.5%, -1.7%
Nc1nnc(SCC(=O)NC23CC4CC(CC(C4)C2)C3)s1
→ nt, 4.5%
FC(F)(F)c1nc2ccccc2n1CC#CCn1c(C(F)(F)F)nc2ccccc21
→ -0.6%, 2.9%
CCOC(=O)c1c(C)nc2ccccn12
→ -9.2%&0.9%, 2.3%&3.3%
Nc1c(Br)cc2oc(-c3ccccc3)nc2c1Br
→ -5.9%, -0.9%
CCCC(=O)NC(c1ccco1)c1c(O)ccc2ccccc12 (stereo not drawn)
→ -1.8%, 1.7%
O=S(=O)(c1cccs1)N1CCCc2ccccc21
→ 3.5%, -3.1%
NS(=O)(=O)c1ccc(NC(=O)c2ccc(Br)o2)cc1
→ -0.3%, 0.4%
COC(=O)Nc1snnc1C
→ nt, -1.9%
COc1ccccc1Cc1noc(COc2cccc(C)c2C)n1
→ 2.0%, -6.3%
CC(C)(C)OC(=O)N1CCCC1C(=O)O (stereo not drawn)
→ -7.6%, nt
Cc1cccc(NC(=O)CCC(=O)N/N=C/c2cccs2)c1
→ 1.1%, 1.1%
CCCOC(=O)c1ccc(NC(=O)c2ccccc2[N+](=O)[O-])cc1
→ -1.2%, -5.5%
O=C(c1ccccc1)N1CCN(C2CCN(Cc3ccccc3)CC2)CC1
→ 2.6%, -2.9%
Cc1c(C#N)c(N=CN(C)C)c(C(=O)c2ccc(Br)cc2)n1-c1ccc(Br)cc1
→ 2.0%, 2.8%
O=C(CCCCCCN1C(=O)c2ccccc2C1=O)N1CCC(c2ccccc2)C1 (stereo not drawn)
→ nt, -0.6%
Cn1c(=O)[nH]c(=O)c2c1nc(N1CCCCC1)n2CCSc1ncccn1
→ -1.7%, -2.6%
Cc1ccc(SCc2[nH]nc3c2C(c2ccco2)C(C#N)=C(N)O3)cc1 (stereo not drawn)
→ -14.2%, 1.6%
CCOc1ccc(-c2n[nH]c(C)c2Oc2ccc(OC)cc2)c(O)c1
→ -8.3%, 0.8%

Compounds shown so far containing an aryl thioether with sulfur outside any ring (four):
The line under a structure holds: MKP-3 inhibition, Hsp70 displacement
C=CCSc1ncc(C#N)c(N)n1
→ nt, 3.9%
Nc1nnc(SCC(=O)NC23CC4CC(CC(C4)C2)C3)s1
→ nt, 4.5%
Cn1c(=O)[nH]c(=O)c2c1nc(N1CCCCC1)n2CCSc1ncccn1
→ -1.7%, -2.6%
Cc1ccc(SCc2[nH]nc3c2C(c2ccco2)C(C#N)=C(N)O3)cc1 (stereo not drawn)
→ -14.2%, 1.6%

Later entries:
The line under a structure holds: MKP-3 inhibition, Hsp70 displacement
Cc1ccc2[nH]c(=O)c(-c3nc4ccccn4c3NCc3ccco3)cc2c1
→ nt, 21.3%
CCCN1C(=O)SC(CC(=O)Nc2cccc3ccccc23)C1=O (stereo not drawn)
→ nt, 6.2%
CN1CCN(c2nc3c(c(=O)[nH]c(=O)n3C)n2CCSc2ncccn2)CC1
→ -10.6%, -1.4%
Cc1ccc(O)c(NC(=O)c2cc3nc(-c4ccc(F)cc4)cc(C(F)(F)F)n3n2)c1
→ 8.9%, -0.2%
S=C(NC1CCCCC1)N(CCc1nc2ccccc2[nH]1)C1CCCC1
→ nt, 5.7%
CC(=O)c1ccc(NC(=O)CN2C(=O)COc3ccc(Cl)cc32)cc1
→ -3.7%, 0.6%
Cc1cc(C(=O)N=Nc2c(O)n(CCCC#N)c3ccccc23)n[nH]1
→ 3.6%, 3.0%
Cc1ccc(N2CC(C(=O)Nc3ccc(N(C)C)cc3)CC2=O)cc1C (stereo not drawn)
→ -0.9%, 0.8%
NS(=O)(=O)c1ccc(NC(=O)c2ccc(S(=O)(=O)N3CCOCC3)cc2)cc1
→ 1.4%, 0.7%
Cc1cc(-c2ccc(Cl)cc2)c(C#N)c(N)n1
→ nt, -0.8%
Cc1c(C)n(CC(O)CN2CCCCCC2)c2ccccc12 (stereo not drawn)
→ -3.9%, 2.1%
Clc1cccc(-c2ncnn2-c2cccc(Cl)c2)c1
→ 4.4%, -0.2%
COC(=O)c1cc(NC(=O)CC2NC3CCCCC3NC2=O)cc(C(=O)OC)c1 (stereo not drawn)
→ nt, 5.2%
Cc1nn(C)c(C)c1S(=O)(=O)N(CC(=O)NCCCOC(C)C)c1ccc(C(C)C)cc1
→ 10.0%, -2.4%
COc1ccccc1-c1ccc(=O)n(CC(=O)NC(C)(C)C)n1
→ -11.0%, -1.1%
CCC(C)NC(=O)CSc1nc2c(sc(=S)n2Cc2ccco2)c(=O)n1-c1ccccc1 (stereo not drawn)
→ nt, -0.6%
CCOC(=O)C1=C(CNCc2ccc(C)cc2)NC(=O)NC1c1cc(C)ccc1C (stereo not drawn)
→ nt, 3.1%
CC1(C)CC(NC(=O)CC(c2ccccc2)c2ccccc2)CC(C)(C)N1
→ nt, 4.6%
CCOc1ccc(C(=O)CCN2CCCCCC2)cc1
→ -11.9%, 3.5%
CCOc1ccc(C=NNC(=O)CNS(=O)(=O)N2CCOCC2)cc1
→ 1.0%, 5.8%
CCOC(=O)c1c(N)sc2c(OC)c(Br)ccc12
→ 6.8%, 1.2%
Cc1ccc(S(=O)(=O)N(CCO)CC(O)Cn2c3ccc(Cl)cc3c3cc(Cl)ccc32)cc1 (stereo not drawn)
→ 7.2%, -0.7%
C/C(Cn1nnc([N+](=O)[O-])n1)=N\NC(=O)c1ccccc1Cl
→ 1.1%, 0.9%
Cc1ccc(CNC(=O)c2cc3c(-c4ccc(Cl)cc4)nn(C)c3s2)o1
→ -3.1%, 0.1%
O=C1CCCc2nc(NCc3ccco3)ncc21
→ 2.4%, -3.6%
C=CCC(C)(NCc1ccccc1)c1ccco1 (stereo not drawn)
→ nt, -0.8%
O=C(Cn1nc(-c2ccccc2)c2ccccc2c1=O)N1CCCCC1
→ -0.2%, 0.2%
O=C(Nc1cccc(-c2cn3ccsc3n2)c1)c1ccccc1
→ 6.7%, 6.6%
CC(C)N(Cc1nc(-c2ccc(Cl)cc2)no1)C(=O)c1cccs1
→ -3.0%, -2.0%
COc1ccc(/C=C/C(=O)Nc2ccccc2Cl)cc1Br
→ 4.1%, 2.0%

Record cards (already shown):
O=C(c1ccc2c(c1)OCCCO2)c1cccs1 is listed as MKP-3 inhibition = -2.3%; Hsp70 displacement = 0.8%
O=C1CC(c2ccccc2)C(C(=O)O)N1 (stereo not drawn) is listed as MKP-3 inhibition = 1.8%; Hsp70 displacement = 1.7%

(continued)
The line under a structure holds: MKP-3 inhibition, Hsp70 displacement
CCOC(=O)c1c(N)ssc1=S
→ -12.3%, -2.5%
O=C1C2C3C=CC([C@@H]2C(=O)N1c1nccs1)C31CC1 (stereo partly drawn)
→ -4.1%, -2.1%
Cc1ccccc1NC(=O)CN(c1ccc(Oc2ccccc2)cc1)S(C)(=O)=O
→ -2.9%, -2.4%
C=CCn1c(COc2ccc(F)cc2)nnc1SCC(=O)NC(=O)NCc1ccco1
→ 2.3%, 0.9%
Cc1ccc(S(=O)(=O)NCc2ccco2)cc1C
→ 0.1%&4.4%, -1.6%&-2.8%
COc1cc(S(=O)(=O)N2CCCCC2)ccc1NC(=O)/C=C/c1ccccc1
→ nt, 8.0%
O=S(=O)(c1ccc(F)cc1)N1CCN(c2nc(-c3ccc(F)cc3)cs2)CC1
→ nt, -0.4%
COc1ccc(/C=C/c2cc[n+](C)cc2)cc1
→ 0.8%, 3.7%
CCOc1cc(N2CCOCC2)c(OCC)cc1NC(=O)COC(=O)[C@H](Cc1c[nH]c2ccccc12)NC(C)=O
→ nt, 1.2%
CCn1c(SCc2nc(-c3ccccc3)no2)nnc1-c1ccco1
→ nt, 0.9%
C=CCNC(=O)C1CC(=O)N(c2ccc(Cl)cc2)C1 (stereo not drawn)
→ 1.9%, -3.4%
C=CCNC(=O)CN1CCC(O)(c2ccccc2)CC1
→ -8.5%, -3.6%
CCC(=O)N1CCc2cc(S(=O)(=O)NC(C(=O)N3CCc4ccccc4C3)C(C)C)ccc21 (stereo not drawn)
→ -3.6%, -3.1%
O=C(COc1ccc(F)cc1Br)NCc1ccccn1
→ -3.0%, nt
C1CCc2c(nc3nnnn3c2NC2CCCC2)C1
→ nt, -1.5%

Remaining list, next part:
structure	MKP-3 inhibition	Hsp70 displacement
Cc1[nH]c2c(ccc3ccccc32)c1C1C(CCN)C1(C)C (stereo not drawn)	nt	-2.3%
O=C(Nc1ccccc1)c1c(F)cccc1F	nt	1.5%
O=C(c1ccco1)N1CCN(C(=O)C2Cc3ccccc3CN2S(=O)(=O)c2ccc(F)cc2)CC1 (stereo not drawn)	8.8%	-1.1%
COCCCN1C(=O)C(O)=C(C(=O)c2ccco2)C1c1ccc(Br)cc1 (stereo not drawn)	-3.5%	-3.1%
Cc1cc(C)nc(-n2nc(C)cc2NC(=O)COC(=O)CCC(=O)c2cccs2)n1	-4.7%	4.9%
Nn1cnnc1N/N=C/c1cccc(I)c1	29.8%	-1.9%
CC(C)(C)NC(=O)c1cnn(-c2ccccc2)c1NC(=O)c1ccccc1	-0.9%	-4.3%&-2.9%
O=C(COC(=O)c1ccc(C#Cc2ccccc2)cc1)c1ccc(Br)cc1	0.7%	-1.2%
Oc1ccccc1Nc1nnc(-c2ccccc2)c2ccccc12	1.9%	1.5%
Cc1ccccc1-c1nc2cc(N)ccc2o1	-3.6%	-3.2%
O=C(NCSc1ccncn1)c1ccccc1	6.1%	nt
COC(=O)c1ccsc1NC(=O)c1ccc(Cl)s1	-5.8%	nt
CCCC1(C(=O)O)NC(c2ccc(OC)cc2O)C2C(=O)N(c3ccc(OC)cc3)C(=O)C21 (stereo not drawn)	-7.1%	-0.2%
CC(C)CC(NS(=O)(=O)c1ccccc1)C(=O)O (stereo not drawn)	nt	-2.0%
CN(C)S(=O)(=O)c1ccc(C(=O)NCc2cccs2)cc1	-5.3%	-0.6%
O=C(O)CS(=O)(=O)c1ccc(Oc2ccc(S(=O)(=O)CC(=O)O)cc2)cc1	-8.0%	7.6%
CCOc1ccccc1C(=O)N(Cc1ccccc1)Cc1cc2cc3c(cc2[nH]c1=O)OCCO3	nt	-8.1%
CCOC(=O)N1CCN(S(=O)(=O)c2ccc3c(c2)SC(C)C(=O)N3)CC1 (stereo not drawn)	-5.1%	-3.2%
Cc1cc(-c2nnc(-c3ccc4c(c3)OCO4)o2)ccc1[N+](=O)[O-]	2.7%	-4.5%
Cc1ccc(NC(=O)NC2C(NC(=O)Nc3ccc(C)cc3)N(C)C(=O)N2C)cc1 (stereo not drawn)	nt	-3.8%
CCCCOC(=O)n1c(=O)oc2cc(S(=O)(=O)N3CCCCC3)ccc21	-3.4%	-6.4%
CCOc1ccc2c(c1)C(c1ccc(C)cc1)=NNC(c1ccc(C)cc1)=N2	nt	8.2%
Cc1cc(NC(=O)c2cc3ccccc3oc2=O)ccc1NC(=O)c1ccco1	2.6%	1.7%
COc1cc(OC)c(NS(=O)(=O)c2coc(C(N)=O)c2)cc1Cl	1.7%	1.0%
CS(=O)(=O)Nc1ccc(C(=O)NCCC2=CCCCC2)cc1	-4.6%	-1.2%
CC(C)C(=O)Nc1ncc(C(F)(F)F)cc1Cl	nt	-0.2%
CCOC(=O)C1=C(c2ccccc2)NC(=O)NC1c1ccc(OCC#N)c(OC)c1 (stereo not drawn)	-15.8%	-0.5%
